CHO-K1 Ca ag: counter-screen for M1 agonists: effect in parental CHO-K1 cells | Fluo-8 calcium fluorescence; scaled to maximal ATP response, vehicle zero | activation, % at 3 µM | actives 0.48% (n = 360,000) | AID 602248, 2012; in the data active means activation above about 15%;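 further: untransfected CHO-K1 host cells lacking M1 receptor as counterscreen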
TAAR1 antagonist: human TAAR1 antagonists, primary screen, Fluo-8 calcium fluorescence, CHO RD-HGA16 cells; inhibition, % at 3 µM; AID 624466, 2012; antagonist; Trace amine-associated receptor 1 (Homo sapiens), Q96RJ0; actives 1.5% (n = 360,000);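 active means inhibition above a per-plate cutoff, the mean inhibition of test compounds on that plate plus 3 SD, cut at about 49% in these data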;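 further: 0% = DMSO plus EC80 beta-PEA response and 100% = DMSO alone without agonist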
Target sequence (Q96RJ0 whole entry, looked up): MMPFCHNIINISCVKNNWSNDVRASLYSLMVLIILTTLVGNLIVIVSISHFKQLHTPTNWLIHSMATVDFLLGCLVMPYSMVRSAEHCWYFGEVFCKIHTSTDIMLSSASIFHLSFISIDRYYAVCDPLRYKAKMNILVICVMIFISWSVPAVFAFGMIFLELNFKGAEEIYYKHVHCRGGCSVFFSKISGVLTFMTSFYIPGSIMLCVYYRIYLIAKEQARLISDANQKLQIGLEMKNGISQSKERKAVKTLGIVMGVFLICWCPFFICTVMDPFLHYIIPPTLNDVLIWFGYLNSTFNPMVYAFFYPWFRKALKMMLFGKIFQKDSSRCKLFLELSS
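System: RD-HGA16 CHO cells with stable hTAAR1 and Gα16 | Probe or stimulus: EC80 β-phenethylamine stimulus | Dosing: 3 µM, single point | Times: Dye loading 75 min at 37 °C, then 30 min room temperature | Measured by: Fluo-8 calcium-sensitive fluorescence | Read-out basis: % inhibition of agonist calcium response | Replicates: n of 1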
CHRM1 antagonist: human M1 muscarinic receptor antagonists, primary screen, CHO-K1 cells, Fluo-8 calcium fluorescence, 1536-well; Muscarinic acetylcholine receptor M1 (Homo sapiens), P11229; CHO-K1 hM1, ACh EC80 antagonist; inhibition, % at 3 µM; actives 1.3% (n = 360,000);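 active means percent inhibition above its own plate's cutoff, namely the mean of that plate's compound wells plus 3 SD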;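 further: peak over basal fluorescence ratio during 140 s after agonist addition; 0% = ACh EC80 plus DMSO and 100% = DMSO alone without agonist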
Target sequence (P11229 whole entry, looked up): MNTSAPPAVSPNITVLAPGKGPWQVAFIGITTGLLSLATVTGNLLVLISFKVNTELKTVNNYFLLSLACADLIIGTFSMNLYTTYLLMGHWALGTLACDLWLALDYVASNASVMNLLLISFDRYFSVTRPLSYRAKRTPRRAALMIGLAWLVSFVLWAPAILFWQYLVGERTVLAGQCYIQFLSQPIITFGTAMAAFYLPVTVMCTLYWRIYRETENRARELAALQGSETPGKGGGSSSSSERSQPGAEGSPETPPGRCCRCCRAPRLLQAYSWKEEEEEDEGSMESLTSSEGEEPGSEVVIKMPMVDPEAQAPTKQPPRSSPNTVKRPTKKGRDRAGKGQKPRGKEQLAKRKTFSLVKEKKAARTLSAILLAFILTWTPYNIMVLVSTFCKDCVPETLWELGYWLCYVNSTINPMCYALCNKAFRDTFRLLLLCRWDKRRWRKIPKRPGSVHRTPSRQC
CHO parental Ca: ATP-evoked calcium signal inhibitors, parental CHO, primary screen, counter-screen for OX1R antagonist project, cell-based, fluorescence, Fluo-8 calcium dye; parental CHO-K1, ATP-induced calcium, Fluo-8 fluorescence; inhibition, % at 5.6 µM; actives 0.63% (n = 330,000);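 active means inhibition above that plate's mean sample inhibition plus 3 SD, cut at about 26% in these data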;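 further: 0% = ATP-challenged DMSO wells and 100% = DMSO wells without ATP; some compounds past the cut are filed as inactive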
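Test system: untransfected parental CHO cell line. Compound: one dose, 5.6 µM nominal. Detection: intracellular calcium via Fluo-8 no-wash fluorescent dye. Measure: % inhibition. Benchmarks: ATP-challenged DMSO wells low, unchallenged DMSO wells high.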
CHO-K1 Ca antag: counter-screen for M1 antagonists: effect in parental CHO-K1 cells | actives 0.6% (n = 360,000) | inhibition, % at 3 µM | ATP-induced calcium, Fluo-8 fluorescence;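 active means inhibition above a per-plate cutoff, the plate's mean sample inhibition plus 3 SD, cut at about 24% in these data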;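 further: 0% = DMSO plus EC80 ATP and 100% = DMSO alone without ATP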
M1 PAM: human M1 muscarinic receptor positive allosteric modulators, primary screen, CHO-K1 cells, Fluo-8 calcium fluorescence, 1536-well; Muscarinic acetylcholine receptor M1 (Homo sapiens), P11229; CHO-K1 hM1, ACh EC20; 0% = ACh EC20, 100% = maximal ACh; activation, % at 3 µM; actives 0.088% (n = 360,000); in the data active means activation above about 19%, passing the limit was not always enough
M1 PAM parental: nonselective calcium activators in parental CHO-K1 cells, primary screen, counter-screen for M1 PAM project, cell-based, Fluo-8 calcium fluorescence, full deck, 1536-well; activation, % at 3 µM; AID 602247, 2012; ATP EC20; 0% at ATP EC20, 100% at ATP max; actives 0.02% (n = 360,000);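 active means activation above the run cutoff, the mean activation of all test compounds plus 3 SD, cut at about 40% in these data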;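 further: peak over basal fluorescence ratio in a 140 s read after ATP addition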
TAAR1 ag: human TAAR1 agonists, primary screen, Fluo-8 calcium fluorescence, CHO RD-HGA16 cells. vehicle wells 0%, saturating PEA agonist 100%. activation, % at 3 µM. actives 0.99% (n = 360,000). AID 624467, 2012;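 active means activation above the mean activation of all test compounds in the run plus 3 SD, cut at about 38% in these data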
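Benchmarks: low control DMSO, high control PEA (EC100); System: CHO RD-HGA16 cells carrying human TAAR1 plus Gα16; Detection: Fluo-8 fluorescence, 5 s baseline then 140 s kinetic read; Schedule: 17-24 h plating, Fluo-8 75 min 37 °C, 30 min RT; Read-out basis: % activation from peak over basal fluorescence ratio, DMSO-to-PEA scaled.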
CHRM1 agonist: human M1 muscarinic receptor agonists, primary screen, Fluo-8 calcium fluorescence, CHO-K1 cells, HTS; actives 0.33% (n = 360,000); CHO-K1 hM1, agonist mode; 0% DMSO, 100% acetylcholine EC100; AID 588814, 2011; activation, % at 3 µM; Muscarinic acetylcholine receptor M1 (Homo sapiens), P11229;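 active means activation above the run's mean compound activation plus 3 SD, cut at about 16% in these data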;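 further: peak over basal fluorescence ratio within a 140 s kinetic read after compound addition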
Starred values were filed as active, the others as inactive; . = no result given.

SMILES	CHO-K1 Ca ag	TAAR1 antagonist	CHRM1 antagonist	CHO parental Ca	CHO-K1 Ca antag	M1 PAM	M1 PAM parental	TAAR1 ag	CHRM1 agonist
Cc1cc(S(=O)(=O)N2CCCC(N3CCOCC3)C2)c(C)cc1Cl (stereo unspecified)	3.4	-4	0	-18	3	-1	-13	10	-1
COc1ccc(CNCc2cc3c(C(C)(C)C)nn(-c4ccccc4)c3[nH]c2=O)cc1	0.9	-15	-6	-19	-11	4	15	16	-7
CN1CCN(Cc2cn(C)nc2-c2ccccc2F)CC1c1ccccc1 (stereo unspecified)	0.1	4	-8	-14	-3	2	1	1	-8
Cc1c(C(=O)Nc2ccc(-c3nnc4n3CCCCC4)cc2)oc2ccc(Br)cc12	0.9	-2	2	-15	-8	0	11	-2	-7
CC(=O)NNc1ncnc2c1cnn2-c1ccc(C)c(C)c1	2.2	-23	-11	-5	-10	6	17	4	0
CCOc1ccc2[nH]c(C)cc(=O)c2c1	-0.1	-12	3	-3	-1	-2	13	1	-4
O=C(CN1CCOCC1)Nc1ccc(Oc2ccc(NC(=O)CN3CCOCC3)cc2)cc1	0.4	9	4	-9	12	-1	-7	7	-3
COC(=O)c1sccc1NC(=O)Nc1ccc(OC)c(OC)c1	1.5	4	-10	1	-2	5	2	3	-2
O=C(Nc1ncc(S(=O)(=O)c2ccc([N+](=O)[O-])cc2)s1)c1cccc2ccccc12	4.5	94*	1	32	-1	17	18	128*	16
CNC(=O)CC1C(=O)N(C)C(=S)N1NC(=O)c1ccccc1 (stereo unspecified)	0.8	-12	-7	1	7	7	-22	0	0
COC(=O)c1ccccc1NC(=O)NC1CCCC1	-0.3	4	-1	-4	2	4	-2	2	-9
COCCCNC(=O)c1ccc2c(c1)CCN2S(C)(=O)=O	0.4	-10	5	2	-11	3	17	5	-7
CC(=O)N1N=C(C)CC1c1ccc(OCc2ccccc2)cc1 (stereo unspecified)	0.5	7	-7	-2	-11	7	22	4	-7
Cc1cc(C)n2ncc(C(=O)Nc3ccc4c(c3)OCO4)c2n1	-0.2	6	-6	-7	-3	3	5	2	-2
CC(Oc1cccc(Cl)c1)C(=O)Nc1cc(=O)n(C)c(=O)n1C (stereo unspecified)	1.5	4	-4	-10	-3	13	19	13	-2
OC[C@@H]1CN(CCN2CCOCC2)C[C@H](n2cnc3c(NCc4ccc(F)cc4)ncnc32)O1	6.1	-2	-27	.	-6	23	22	1	7
Cc1nn(C)c(C)c1S(=O)(=O)N(CC(=O)NCc1cccs1)c1ccc(C(C)C)cc1	0.8	7	-20	-9	-7	12	20	-1	-2
Nc1nc(-c2cccnc2)nn1C(=O)c1ccccc1Cl	0.1	19	-2	.	-13	5	18	5	-6
O=C(NCc1ccc(Cl)s1)c1cc(COc2c(F)cccc2F)on1	-0.3	-26	-16	-18	6	5	2	0	-12
COc1ccc(S(=O)(=O)N2CCCCCC2)cc1C(=O)N(C)CC(=O)Nc1c(Cl)cccc1Cl	1.4	-18	-10	-6	-8	7	13	6	-4
CN1CCN(S(=O)(=O)c2ccc3c(c2)C(C)(C)C(=O)N3C)CC1	0.2	-14	6	4	25*	-1	-5	1	-1
COc1ccc(-c2csc(NC(=O)c3ccc(S(C)(=O)=O)cc3)n2)cc1	7.7	53*	4	17	7	-2	-18	27	-1
CCOc1ccc(CN2CCNC(=O)C2CC(=O)N(C)C2CCCCC2)cc1 (stereo unspecified)	1.2	-17	-11	-17	-22	13	4	4	-2
O=C(NCCCN1CCN(C2CCCCC2)CC1)Nc1ccccc1C(F)(F)F	-0.6	.	-21	-16	22	13	-8	.	0
C=CCn1c(COc2ccc(OC)cc2)nnc1SC(C)C(=O)NC1CC1 (stereo unspecified)	0.2	-4	-8	-13	-9	4	10	7	-3
The results go on.
SMILES	CHO-K1 Ca ag	TAAR1 antagonist	CHRM1 antagonist	CHO parental Ca	CHO-K1 Ca antag	M1 PAM	M1 PAM parental	TAAR1 ag	CHRM1 agonist
CCN(CC)S(=O)(=O)c1ccc(/C=C/C(=O)OCC(=O)NCc2cccs2)cc1	5.2	2	6	-13	-2	-3	-20	9	-2
CCOc1ccccc1NC(=O)c1cc(-c2ccccn2)nc2ccccc12	5.7	55*	5	-13	-9	1	5	26	0
Cc1ccc2c(c1)C1(SCCS1)C(=O)N2	2.6	2	7	2	-7	-2	13	5	-5
CC(C)(CC(=O)O)CC(=O)N1CCN(c2nc3ccc(Cl)cc3s2)CC1	0.9	.	1	-4	9	10	10	.	-1
Cc1cc(C)cc(OCCNC(=O)C2CCN(S(=O)(=O)c3ccccc3)CC2)c1	1.1	-17	-4	-9	-7	5	5	0	-4
O=C(Nc1ccnn1C1CCN(Cc2ccccc2OCCO)CC1)c1cccc(F)c1	0.1	-18	-5	-23	2	5	-5	0	-7
COc1ccc(NC(=O)C[C@H]2C(=O)N(Cc3ccccc3)C[C@@H]2c2ccc(OC)cc2)cc1	0.1	-8	-14	.	1	10	-3	1	-3
COc1ccc(CNC(=O)C2COc3ccccc3O2)c(OC)c1 (stereo unspecified)	0.2	2	0	-5	-2	3	-1	5	0
CC(=O)c1ccc(NC(=O)CSc2nccn2C)cc1	0.8	1	-9	4	4	8	-15	5	-5
CSc1nc2ccc(NS(=O)(=O)c3ccc(Br)s3)cc2s1	2.2	3	1	-11	8	1	-21	8	-1
Cc1ncc([N+](=O)[O-])n1Cc1ccc(Cl)cc1	2.8	4	-11	-4	-14	5	16	-1	-5
Fc1c(F)c(F)c(SCn2cc(Br)cn2)c(F)c1F	-0.1	-13	3	-3	-12	-4	-6	22	-5
CC(=O)Nc1ccc(S(=O)(=O)Nc2nc3ccccc3nc2Nc2cccc(O)c2)cc1	0.4	10	-19	7	-18	11	24	-4	0
CC(NCCCSc1ccccc1)C(O)c1ccc(O)cc1 (stereo unspecified)	0.6	-3	-2	.	-7	-3	17	3	-5
Cc1ccc(C)c(NC(=O)CN(C)C(=O)COc2cccc3c2OC(C)(C)C3)c1	8.3	-13	-5	1	4	0	1	3	0
O=C(COc1ccccc1[N+](=O)[O-])N1CCCc2ccccc21	0.4	-9	0	-11	-7	2	-3	0	-8
O=CNc1cc(-c2ccoc2)cn2c(-c3ccc(F)cc3)cnc12	0.5	-2	-8	.	-5	6	9	0	-2
COc1ccc(NC(=O)N2CCCC(C(=O)NCCc3ccccc3)C2)cc1 (stereo unspecified)	1.2	-20	-9	-17	-4	7	5	2	-6
CCOC(=O)CNC(=O)c1ccc2[nH]c3ccccc3c2c1	0.4	12	-2	-12	4	5	-7	-1	-9
O=C(CCCC(=O)c1ccccc1)NCc1ccccc1	0.7	16	-22	-11	-14	16	13	5	-6
CC(=O)Nc1cccc(-c2nc3ccccc3s2)c1C	0.0	5	-3	-8	-4	-3	-11	0	-5
Cc1ccc(Sc2ccc(NC(=O)CCl)cc2)cc1C	0.7	32	1	5	3	-1	7	3	-8
O=C1CCCN1c1ccc([N+](=O)[O-])cc1	0.4	-5	-8	.	29*	6	-12	5	0
CC(C)(CNC(=O)c1cc(=O)[nH]c2ccccc12)N1CCOCC1	0.4	-4	1	-6	-3	6	4	0	-5
CN(C)CCN1CCN(C2CN(Cc3ccc(F)cc3)S(=O)(=O)C2)CC1 (stereo unspecified)	0.0	5	-10	.	18	19	-8	0	10
The results go on.
SMILES	CHO-K1 Ca ag	TAAR1 antagonist	CHRM1 antagonist	CHO parental Ca	CHO-K1 Ca antag	M1 PAM	M1 PAM parental	TAAR1 ag	CHRM1 agonist
CCOC(=O)c1c(NC(=O)CSc2nc3cc(Cl)ccc3c(=O)n2Cc2ccco2)sc(C(=O)N(C)C)c1C	-0.3	-24	-3	-22	-1	1	17	0	-1
CC(=O)c1cccc(N(CC(=O)NC2CCCCC2)C(=O)CCC(=O)Nc2nc(C)cs2)c1	0.2	-14	-5	-15	-16	1	22	0	-5
CC(C)C[C@@H]1CN(CCCC[C@H]2CNC(=O)C(=O)N2CCC2CCCCC2)C(=O)C(=O)N1Cc1ccccc1	0.6	-9	.	.	-22	.	6	1	.
CC1(C)CC(=O)C(C=NCCN2CCN(C(=S)Nc3cccc(Cl)c3)CC2)=C(O)C1	1.8	4	-8	-7	-11	2	23	4	-6
Cc1ccc(S(=O)(=O)N2CCCCC2)cc1NC(=O)C1COc2ccccc2O1 (stereo unspecified)	4.7	3	1	.	-4	-6	-7	2	0
COc1ccc(Cc2nc3ccc(C(=O)N4CCCCC4CO)cc3o2)cc1OC (stereo unspecified)	2.9	18	-22	.	-9	8	17	1	1
O=C1CN(C(=O)COC(=O)c2ccc(Cl)cc2)c2ccccc2N1	-0.5	-24	-5	.	18	4	-25	3	-2
CCOc1ccc2ccccc2c1/C=N/NC(=O)c1ccncc1	-1.3	-3	-27	-13	9	22	-12	-2	-1
CC(C)N(CC(N)=O)c1ncnc2sc(-c3ccccc3)cc12	0.6	-8	-3	1	-10	-1	8	4	-5
CCCOC(=O)c1ccc(NS(=O)(=O)c2cccs2)cc1	1.7	-1	-7	-3	-3	6	14	16	-1
COc1cccc(OC)c1C(=O)NC(=O)Nc1c(C)cccc1C	5.2	-2	4	-18	-3	-5	13	2	-5
CC1CN(C2CCCCC2)C(=S)NC1=O (stereo unspecified)	0.3	-13	-12	.	-6	4	7	1	-3
COc1ccc(-c2noc(N3CCC(C(=O)Nc4ccc(OC)c(OC)c4)CC3)n2)cc1	-0.6	-16	-18	-12	-8	10	14	-2	-1
Cc1cc(C)c2c3c(sc2n1)C(=O)N(C)CC(=O)N3	0.5	9	-8	-10	-3	8	19	1	-4
CSc1ccc(Cl)c(C(=O)OCC(=O)N2CCN(c3ccccc3)CC2)c1	0.4	-3	-4	.	-5	8	-4	0	-3
Cc1ccc(N(C)S(=O)(=O)c2ccc(-c3cc(C)no3)s2)cc1	4.1	10	14	14	-13	-11	16	4	-3

Rewritten field by field: 2 of the compounds above
compound: CCCOC(=O)c1ccc(NS(=O)(=O)c2cccs2)cc1
  CHO-K1 Ca ag: 1.7	TAAR1 antagonist: -1	CHRM1 antagonist: -7	CHO parental Ca: -3	CHO-K1 Ca antag: -3	M1 PAM: 6	M1 PAM parental: 14	TAAR1 ag: 16	CHRM1 agonist: -1

compound: COc1cccc(OC)c1C(=O)NC(=O)Nc1c(C)cccc1C
  CHO-K1 Ca ag: 5.2	TAAR1 antagonist: -2	CHRM1 antagonist: 4	CHO parental Ca: -18	CHO-K1 Ca antag: -3	M1 PAM: -5	M1 PAM parental: 13	TAAR1 ag: 2	CHRM1 agonist: -5
